Source: PubChem BioAssay (several laboratories)
GSK3B inh: inhibitors of human GSK3beta kinase; P49841; GST-GSK3beta kinase, ADP-Glo luminescence, 60 min; active compounds read low; activity score (negative = inhibition), % at 10 µM; 300,000 tested, 0.038% active;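 active = more than half of replicate wells score below -50%, meaning over 50% inhibition versus plate controls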;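 note: 0% = median DMSO wells and -100% = median GW8510 positive control wells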
Target sequence (P49841 whole entry, looked up): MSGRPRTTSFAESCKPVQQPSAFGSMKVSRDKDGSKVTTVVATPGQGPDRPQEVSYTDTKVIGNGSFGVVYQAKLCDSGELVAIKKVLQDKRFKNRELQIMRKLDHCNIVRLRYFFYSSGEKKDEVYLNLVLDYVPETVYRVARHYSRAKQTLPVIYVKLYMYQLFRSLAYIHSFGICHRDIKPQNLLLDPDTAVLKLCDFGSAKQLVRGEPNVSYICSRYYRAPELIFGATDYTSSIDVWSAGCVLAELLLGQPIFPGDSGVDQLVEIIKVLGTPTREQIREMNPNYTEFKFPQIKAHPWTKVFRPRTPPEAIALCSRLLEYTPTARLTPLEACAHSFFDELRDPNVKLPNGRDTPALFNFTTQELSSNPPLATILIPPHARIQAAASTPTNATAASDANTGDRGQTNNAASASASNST
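Test system: GST-tagged human GSK3beta kinase, cell-free; evaluation: activity score scaled between in-plate DMSO and GW8510 controls; measured by: ADP-Glo luminescence; incubation: 60 min reaction, RT; benchmarks: DMSO and 20 µM GW8510; reagent: peptide substrate plus 25 µM ATP (final); medium: Tris/MgCl2 kinase buffer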
IEC-6 cytotox: counter-screen for KLF5 inhibitors: cytotoxicity in IEC-6 cells | inhibition, % at 5 µM | 290,000 tested, 0.78% active | IEC-6 cytotoxicity, luminescence viability; in the data active = inhibition above about 22%;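 note: 0% = plate median of test compound wells and 100% = cytotoxic reference compound wells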
KLF5 inhibitor: inhibitors of KLF5 expression; DLD-1 KLF5 promoter-luciferase reporter, luminescence; AID 1700; inhibition, % at 5 µM; 290,000 tested, 0.23% active;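 active = inhibition above a per-plate limit of that plate's mean compound inhibition plus 3 SD, cut at about 60% in these data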;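 note: 0% = DMSO wells and 100% = LY294002 at 200 µM; higher means less KLF5 promoter-driven luciferase light; inactives centre near -14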
HSF1 inh: HSF1 inhibition | 300,000 tested, 0.77% active | NIH3T3-HGL HSE-luciferase, MG132-induced, luminescence 8 h; active compounds read low | activity change, negative = inhibition, % at 7.5 µM (by protocol);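 active = more than half of replicate wells show activity change below -50%, luminescence cut by over half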;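 note: luciferase reports HSF-1 transcriptional activity via heat shock element; 0% = median of DMSO wells and -100% = zero luminescence signal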
aSyn UTR inh: MLPCN primary screen, SNCA 5' untranslated region | alpha-synuclein 5'UTR reporter, inhibitor activity | inhibition, % (tested at 7.5 µM) | 300,000 tested, 0.82% active | AID 1813; in the data active = inhibition above about 60%;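 note: H4 neuroglioblastoma cells stably carrying SNCA 5'UTR luciferase fusion; 0% = DMSO wells and 100% = positive control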
GSK3 alpha inh: blocks human GSK-3 alpha kinase; P49840; ADP-Glo luminescence, 60 min; inhibition, % at 10 µM; 320,000 tested, 0.1% active;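 in the data active = inhibition above about 50%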;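 note: GST-tagged GSK-3 alpha with peptide substrate and 25 µM ATP; 0% = DMSO neutral wells and 100% = GW8510 positive control wells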
Target sequence (P49840 whole entry, looked up): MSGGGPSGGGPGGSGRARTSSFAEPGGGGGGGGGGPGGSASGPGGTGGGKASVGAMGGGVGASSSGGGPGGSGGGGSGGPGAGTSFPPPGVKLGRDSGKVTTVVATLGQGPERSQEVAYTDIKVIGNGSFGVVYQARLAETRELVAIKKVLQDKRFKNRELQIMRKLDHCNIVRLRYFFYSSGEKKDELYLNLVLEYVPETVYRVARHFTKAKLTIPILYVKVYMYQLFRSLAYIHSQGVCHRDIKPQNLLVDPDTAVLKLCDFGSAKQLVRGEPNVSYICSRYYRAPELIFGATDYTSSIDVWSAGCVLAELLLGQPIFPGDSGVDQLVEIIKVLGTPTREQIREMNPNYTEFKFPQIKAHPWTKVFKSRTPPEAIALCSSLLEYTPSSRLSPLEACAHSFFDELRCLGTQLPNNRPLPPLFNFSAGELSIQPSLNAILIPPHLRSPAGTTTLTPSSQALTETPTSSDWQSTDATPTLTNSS
AI-2 QS mod: Vibrio harveyi AI-2 quorum sensing modulation | Vibrio harveyi JMH597 AI-2 luminescence/OD600 ratio, 9 h; active compounds read low; strain lacks LuxN and CqsS sensors; 0 = neutral-control median | activity change, % at 7.5 µM | 300,000 tested, 0.4% active | AID 2094; in the data active = activity change below about -75%, passing the limit was not always enough;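 note: luminescence divided by OD600 gain over 9 h not by final OD600 alone; inactives centre near 13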
HSF-1 act: increases HSF-1 driven luciferase reporter signal. 300,000 tested, 1.7% active. activation, % at 9 µM. NIH3T3-HGL HSF-1 luciferase reporter, MG132, 8 h; 100% = twice DMSO control signal;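 active = mean replicate activation of at least 50% with a set share of replicates each reaching 50%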;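 note: 0% = median of the neutral control wells and 100% = twice that signal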
PolyA inh: yeast polyadenylation inhibition; S. cerevisiae SKY197-pL101 polyadenylation reporter, beta-gal luminescence; efflux-impaired pdr1/pdr3 knockout yeast; score 100 = 6 SD above DMSO; AID 1875; calls only at 12 µM; 300,000 tested, 0.02% active;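 active = lowest replicate activity score at least 50, where 100 means six control SD above control mean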;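 note: yeast exposed to compound for 9 h at 30 °C; higher score means more reporter readthrough which indicates perturbed polyadenylation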
HSP90 refold inh: blocks HSP90-mediated luciferase refolding in reticulocyte lysate; Rabbit reticulocyte lysate, luciferase refolding luminescence, 3 h; AID 1789; 290,000 tested, 0.91% active; inhibition, % at 5.6 µM;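 active = inhibition above the screen-wide mean plus 3 SD, computed separately per campaign, cut at about 16% in these data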;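 note: 0% = DMSO wells and 100% = 60 µM geldanamycin wells; inhibitors lower the luminescence because luciferase stays unfolded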
* = called active by the depositor; i = inactive; / = no result given.

SMILES | GSK3B inh | IEC-6 cytotox | KLF5 inhibitor | HSF1 inh | aSyn UTR inh | GSK3 alpha inh | AI-2 QS mod | HSF-1 act | PolyA inh | HSP90 refold inh
CCCCCCNC(=O)Nc1ccccc1 | 2 | -4 | -50 | 1 | -88 | 0 | 14 | 23 | i | -5
CC(C)(C)c1ccc(OCC(O)CN2CCN(C(=O)c3ccccc3)CC2)cc1 (stereo unspecified) | -2 | -4 | -36 | -5 | -1 | -1 | 17 | 9 | i | -2
CCN(CC)S(=O)(=O)c1ccc(N2CCOCC2)c(NC(=O)C2CC2)c1 | 1 | / | / | -3 | 7 | 3 | 15 | 8 | i | /
c1ccc2c(c1)CCCN2Cc1nnnn1CC1CCCO1 (stereo unspecified) | 0 | -4 | -6 | -8 | -1 | 0 | 12 | 8 | i | -1
Cc1nc(Nc2ccc(O)cc2)c2c3c(sc2n1)CCCC3 | -1 | 2 | 7 | 5 | -3 | / | -9 | 0 | i | -3
COCCOc1ccc(C(F)(F)F)cc1NC(=O)COC(=O)C12CC3CC(CC(O)(C3)C1)C2 | 0 | 2 | -29 | -2 | 14 | 2 | 6 | -10 | i | 1
CCN(CC)C(NC(=O)c1ccccc1)C(=O)c1ccccc1 (stereo unspecified) | -1 | 2 | -22 | -15 | -69 | 2 | 27 | 3 | i | -2
CCCSc1nc(C)c(CC(=O)O)c(=O)[nH]1 | 2 | -5 | -35 | -3 | -3 | -3 | 16 | -7 | i | 1
CCn1c(SCC(=O)NNC(=O)c2ccc(OC)cc2)nnc1C(C)C | 1 | -10 | -11 | -17 | -7 | -1 | 15 | -20 | i | -6
CCOC(=O)C1=NNC2(c3ccccc3)C(=O)N(c3cccc(Br)c3)C(=O)C12 (stereo unspecified) | -1 | -11 | -37 | 11 | 19 | 0 | 6 | 16 | i | -3
CCCc1nnc(NC(=O)CCC(=O)N2CCCCCC2)s1 | 7 | 1 | -20 | 4 | 19 | -7 | 12 | 5 | i | -3
CCCN(CCC)CC(=O)NCC1(c2ccccc2)CCOCC1 | -1 | -1 | -17 | -5 | -4 | -3 | 19 | 5 | i | 0
COc1ccc(OC)c(-n2nnnc2SCC(=O)Nc2ccc3c(c2)OCCO3)c1 | 0 | 0 | 6 | / | 0 | 1 | 15 | / | i | -5
Cc1ccc(C(C(=O)NC(C)(C)C)N(CC2CCCO2)C(=O)c2csnn2)cc1 (stereo unspecified) | 0 | 3 | -5 | -3 | -16 | 2 | 19 | 18 | i | 0
COc1cccc(-n2c(SCC(=O)NCC3CCCO3)nc3c([nH]c4ccccc43)c2=O)c1 (stereo unspecified) | 0 | 1 | 3 | -4 | 7 | -2 | 0 | -12 | i | 1
NC(=O)CCn1c2ccccc2c2ccccc21 | 2 | -2 | 9 | -2 | -5 | 0 | -1 | -4 | i | -2
COc1cccc(NC(=O)CN(C)C(=O)COc2ccc3ccccc3c2)c1 | 0 | -6 | -37 | -6 | -22 | -3 | 4 | 2 | i | -1
O=C(/C=C/c1ccc(O)c(O)c1)c1ccc(S(=O)(=O)N2CCCCCC2)cc1 | 1 | 8 | -12 | 43 | -48 | -5 | 27 | 49 | i | -2
COc1cc(NC(=O)c2cccs2)c(OC)cc1NC(=O)Nc1ccc(F)cc1 | -7 | -1 | -33 | 1 | -3 | -3 | 2 | 18 | i | -2
C/C(=C/C(=O)N1CCc2ccccc21)C(=O)O | 0 | 2 | -10 | 0 | -16 | -1 | -2 | 13 | i | -2
COCCN(CCOC)Cc1c(C)[nH]c2ccccc2c1=O | 1 | -6 | -22 | -7 | 4 | -1 | 6 | -2 | i | -3
O=C(c1nn(-c2ccccc2)c(=O)c2ccccc12)N1CCN(c2ncccn2)CC1 | 1 | -4 | 10 | -3 | 28 | -1 | 15 | 0 | i | 9
O=c1c2ccccc2cnn1Cc1n[nH]c(=S)n1-c1ccc(Cl)cc1 | -2 | 0 | -15 | 5 | -3 | -1 | -2 | -2 | i | 2
O=S(=O)(Cc1ccccc1)N1CCC(c2nc(-c3cccs3)no2)CC1 | 2 | -6 | -13 | 8 | -2 | -4 | 1 | 22 | i | -3
Cn1c(CSc2nc3ccccc3s2)nnc1SCC(=O)NCc1cccnc1 | 0 | 1 | 8 | 2 | -12 | -1 | 3 | 0 | i | 1
CCCCCN(C(=O)CCC(=O)OC(C)C(=O)c1ccccc1)c1c(N)n(CCCC)c(=O)[nH]c1=O (stereo unspecified) | 0 | / | / | 6 | -5 | 2 | 4 | -15 | i | /
O=C(COc1ccccc1)N=C1SC2CS(=O)(=O)CC2N1c1ccc(F)cc1F (stereo unspecified) | 0 | 6 | -2 | -3 | 21 | -3 | 9 | -8 | i | -2
Cc1ccsc1C1NC(=O)c2ccccc2N1 (stereo unspecified) | -4 | 7 | -12 | 11 | -16 | 5 | 29 | 26 | i | 1
COc1cc(NC(=O)Cc2cccs2)c(C(=O)O)cc1OC | 2 | 0 | -25 | -8 | -3 | -2 | 44 | -6 | i | -1
COc1ccc(/C=N/N=C2/NC(=O)C(CC(=O)NC(C)C)S2)cc1 (stereo unspecified) | 2 | -3 | -19 | -2 | 18 | 2 | 34 | 3 | i | -2
O=C(NS(=O)(=O)c1ccccc1)c1ccccc1 | -4 | 0 | -31 | -2 | 6 | -3 | 14 | 7 | i | 4
COc1ccc(C(=O)c2c[nH]c3ccccc23)cc1 | 0 | -8 | -172 | 19 | -196 | -5 | 52 | 44 | i | 2
CCOc1ccc(/C=N/Nc2ccc(C(F)(F)F)cc2[N+](=O)[O-])cc1O | 0 | 4 | -4 | 3 | 7 | 1 | 21 | 19 | i | 4
CCn1c(SCC(=O)O)nnc1-c1ccccc1OC | 2 | 5 | -2 | -2 | -13 | -1 | 2 | 16 | i | 3
N#C/C(=C\c1ccccc1OCc1ccc(C(=O)O)cc1)c1ccccc1 | -2 | -8 | -16 | -5 | 7 | 2 | 26 | 7 | i | -5
Cc1ccc(S(=O)(=O)N2CCC(C(=O)NNC(=O)c3ccc(F)cc3)CC2)cc1 | -1 | 6 | -8 | -3 | 7 | -1 | 30 | -2 | i | -1
COC(=O)N1N=C(c2ccccc2)CC1(O)C(F)(F)F (stereo unspecified) | 5 | -1 | -40 | 7 | -65 | -4 | 25 | 5 | i | 2
COc1cc(C(=O)N/N=C/c2ccc(OC)c(CN3CCN(c4ccc(F)cc4)CC3)c2)ccc1O | 0 | 2 | -33 | -9 | -29 | 0 | 23 | -14 | i | 1
COC(=O)c1ccc(OCC(O)CN2C(=O)NC(C)(C)C2=O)cc1 (stereo unspecified) | -4 | -8 | -16 | -3 | 3 | / | 3 | -9 | i | -1
CCOC(=O)Cn1cnc(-c2ccc([N+](=O)[O-])cc2)c1 | -1 | -3 | -62 | 19 | -77 | 1 | 15 | 23 | i | -3
CC(C)(C)c1ccc(C(=O)Nc2nnc(Cc3c[nH]c4ccccc34)s2)cc1 | 1 | 3 | -6 | -6 | -11 | 0 | 24 | -20 | i | -1
CCOc1ccc(NC(=O)N2CCC(n3nnc4ccccc43)CC2)cc1 | 0 | -6 | -26 | -12 | 6 | -1 | 9 | -15 | i | -2
OC(CNCCNc1ncccc1C(F)(F)F)COc1ccc(F)cc1 (stereo unspecified) | -9 | 0 | -9 | -4 | -22 | 1 | 11 | 29 | i | -2
CC(=O)c1cccc2c(O)c(C3=Nc4ccccc4C3=O)[nH]c12 | -6 | 20 | -14 | 33 | -122 | 1 | 6 | 62* | i | 6
COc1cc(CO)c(Br)cc1OCC(=O)Nc1ccccc1C | 0 | 2 | -11 | 8 | 23 | / | 13 | 29 | i | 1
COc1cccc(N2CCN(C(=O)Cn3c(=O)oc4ccccc43)CC2)c1 | 0 | 1 | 4 | -2 | -6 | 2 | 3 | 12 | i | 1
O=S(=O)(NCCc1csc(-c2ccc(C(F)(F)F)cc2)n1)c1ccc2c(c1)OCCO2 | 2 | 3 | -4 | 8 | -13 | -2 | 11 | 26 | i | 1
Cc1cccc(C(C)C)c1NC(=O)c1cccnc1 | 1 | -2 | -24 | -13 | -9 | 0 | 15 | -13 | i | -4
Cc1ccc(-c2nnc3n2N=C(c2ccccc2Br)CS3)cc1 | -5 | 6 | 14 | 11 | 40 | 5 | 31 | 26 | i | 4
O=C(Nc1ccc(N2CCOCC2)cc1)c1nc2ccccc2s1 | 1 | -5 | -166 | -4 | -25 | -2 | 13 | -25 | i | -1
COc1ccc(Nc2nc(NCCO)nc(N3CCCC3)n2)cc1 | 1 | / | / | 1 | 12 | -3 | 6 | 1 | i | /
COc1ccc(N(CC(=O)NCCSCc2cccc(Cl)c2)S(C)(=O)=O)cc1 | 0 | -3 | -16 | 8 | 2 | 0 | 4 | 24 | i | 3
COc1cc(OC)cc(C(=O)NC2CCN(CC(=O)Nc3cccc4ccccc34)CC2)c1 | 3 | 11 | -29 | -7 | 12 | 2 | 1 | -28 | i | 3
COC(=O)c1ccc2c(c1)NC(=O)C(N1CCCCC1)S2 (stereo unspecified) | -2 | 0 | -18 | 3 | -10 | -2 | 16 | 9 | i | 0
O=C(c1ccc(Cn2cnnn2)cc1)N1CCCC(Nc2ccc(F)cc2)C1 (stereo unspecified) | -11 | -7 | -12 | 8 | -1 | 46 | 30 | 12 | i | -3
Cc1ccc(C(=O)NCC(=O)OC(C)C(=O)Nc2ccc(N(C)C)cc2)s1 (stereo unspecified) | 3 | 2 | -13 | -9 | -16 | -2 | 10 | -21 | / | -5
CCOC(=O)C(Cc1c(F)cccc1F)(NC(C)=O)C(=O)OCC | 1 | -4 | -45 | 0 | -9 | -1 | 6 | 8 | i | -4
COc1ccc(CCC(=O)Nc2ccc3c(c2)OCCO3)cc1 | 2 | 4 | -6 | -9 | -41 | -1 | 32 | -7 | i | 0

Exported as labelled records: four of the compounds above.
COC(=O)c1ccc2c(c1)NC(=O)C(N1CCCCC1)S2 (stereo unspecified)
- GSK3B inh = -2
- IEC-6 cytotox = 0
- KLF5 inhibitor = -18
- HSF1 inh = 3
- aSyn UTR inh = -10
- GSK3 alpha inh = -2
- AI-2 QS mod = 16
- HSF-1 act = 9
- PolyA inh = i
- HSP90 refold inh = 0
O=C(c1ccc(Cn2cnnn2)cc1)N1CCCC(Nc2ccc(F)cc2)C1 (stereo unspecified)
- GSK3B inh = -11
- IEC-6 cytotox = -7
- KLF5 inhibitor = -12
- HSF1 inh = 8
- aSyn UTR inh = -1
- GSK3 alpha inh = 46
- AI-2 QS mod = 30
- HSF-1 act = 12
- PolyA inh = i
- HSP90 refold inh = -3
Cc1ccc(C(=O)NCC(=O)OC(C)C(=O)Nc2ccc(N(C)C)cc2)s1 (stereo unspecified)
- GSK3B inh = 3
- IEC-6 cytotox = 2
- KLF5 inhibitor = -13
- HSF1 inh = -9
- aSyn UTR inh = -16
- GSK3 alpha inh = -2
- AI-2 QS mod = 10
- HSF-1 act = -21
- PolyA inh = /
- HSP90 refold inh = -5
CCOC(=O)C(Cc1c(F)cccc1F)(NC(C)=O)C(=O)OCC
- GSK3B inh = 1
- IEC-6 cytotox = -4
- KLF5 inhibitor = -45
- HSF1 inh = 0
- aSyn UTR inh = -9
- GSK3 alpha inh = -1
- AI-2 QS mod = 6
- HSF-1 act = 8
- PolyA inh = i
- HSP90 refold inh = -4

The list is partial. The share of hits here may be higher or lower than overall.
